Screens as filed in PubChem.
HTT ATP protect: Huntington cell model cytoprotection by ATP luminescence; PC12 HTT-Q103 induced, cytoprotection, ATP luminescence, 40 h; Potency, µM (highest dose often 56.4 µM), for the others: cytoprotection (ATP increase), most hits filed as activators; hit rate 0.14% among 230,000;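 note: potency is the fitted concentration of half-maximal effect; % of control where 0% means no effect; nearly all actives have a fitted effect of over 45% in size; toxic huntingtin expression switched on by the ecdysone agonist tebufenozide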
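Compounds were screened for protection of PC12 cells against cell death after tebufenozide induction (100 nM final) of mutant Huntingtin exon 1 (Q103) fused to GFP.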
CBFb-RUNX1 inh: blocks binding between human CBF-beta and RUNX1 | Potency, µM (doses to about 59.8 µM), inactives show at the highest dose activity, negative = inhibition, hits mostly inhibitors | Q01196+Q13951 | AID 1477 | AlphaScreen CBFb-His/RUNX1-biotin binding, biochemical | 230,000 tested, under 10 active; note: % of control where 0% means no effect
Target sequence (Q01196 whole entry, looked up): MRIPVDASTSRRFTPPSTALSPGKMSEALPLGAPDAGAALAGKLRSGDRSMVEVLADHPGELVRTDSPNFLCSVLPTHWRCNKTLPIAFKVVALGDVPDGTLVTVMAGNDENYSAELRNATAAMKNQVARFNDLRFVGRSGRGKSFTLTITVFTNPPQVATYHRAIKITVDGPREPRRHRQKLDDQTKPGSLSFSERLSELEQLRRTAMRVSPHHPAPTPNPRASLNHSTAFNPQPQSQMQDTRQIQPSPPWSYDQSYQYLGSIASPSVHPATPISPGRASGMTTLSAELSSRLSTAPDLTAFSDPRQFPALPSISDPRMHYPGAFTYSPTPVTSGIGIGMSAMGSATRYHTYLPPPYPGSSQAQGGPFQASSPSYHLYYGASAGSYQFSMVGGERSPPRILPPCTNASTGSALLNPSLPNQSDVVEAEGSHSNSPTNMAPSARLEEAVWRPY
Target sequence (Q13951 whole entry, looked up): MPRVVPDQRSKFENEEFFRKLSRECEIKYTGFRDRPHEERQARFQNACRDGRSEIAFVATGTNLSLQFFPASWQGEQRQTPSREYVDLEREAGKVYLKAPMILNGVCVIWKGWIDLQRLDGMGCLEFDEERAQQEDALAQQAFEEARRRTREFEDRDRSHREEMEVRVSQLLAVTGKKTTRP
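Proteins preincubated together for 20 min at RT before compound addition; 15 min later, nickel and streptavidin beads were added and left 90 min prior to AlphaScreen measurement.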
GAA glycogen mod: alters human alpha-glucosidase cleavage of glycogen | P10253 | recombinant GAA, glycogen substrate, Amplex Red glucose oxidase fluorescence | Potency, µM (top dose mostly 76.4 µM), for the others: top-dose activity change, negative = inhibition, actives largely listed as inhibitors | hit rate 0.38% among 300,000;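 note: potency is the fitted concentration of half-maximal effect; 0% = full enzyme reaction and -100% = no-enzyme basal signal; the screen sought inhibitors and activators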
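Recombinant human enzyme (4 nM); glycogen substrate; 37 C, 40 min, pH 5.0. Readout: coupled glucose oxidase/Amplex Red fluorescence.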
GAA inhib: alpha-glucosidase (human) inhibition; AID 1466; purified human GAA, 4-MU-alpha-glucoside fluorescence; hit rate 0.005% among 200,000; Potency, µM (titrated, usually from 76.9 µM), for the others: at the top dose activity change, negative = inhibition, usual class: inhibitors;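 note: potency is the fitted concentration of half-maximal effect; plate controls were uninhibited enzyme wells for no effect and no-enzyme background for full effect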
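Human enzyme at 4 nM with 400 uM 4-methylumbelliferyl-alpha-D-pyranoside, citrate/phosphate buffer pH 5.0, 0.005% Tween-20, 20 min at room temperature. Compounds up to 77 uM. 4-MU fluorescence (Ex 365/Em 440) read after NaOH/glycine stop; AC50 from Hill fit.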
Lamin A splicing: LMNA splicing modulation | HeLa LMNA splicing GFP/RFP minigene ratio, 48 h | Potency, µM (top dose mostly 46.1 µM), for inactives: at the top dose ratio change, negative = inhibition, actives largely listed as inhibitors | hit rate 0.01% among 200,000; active = well fitted inhibition curve with a large enough effect in the signal ratio, with a control signal flat, not every such curve was filed as active; inconclusive = small, poorly fitted or top-dose-only effect, or effect the other way, or a change in a side signal; the % refers to the signal ratio; note: potency is the fitted concentration of half-maximal effect; % is set by controls: 0 for no effect and ±100 for the full control effect
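Read-out is the ratio of GFP to DsRed2 object intensity, acquired by 488 nm laser-scanning cytometry on HeLa lamin A-EGFP minigene reporter cells. Compound incubation 48 hrs at 37 °C in Opti-MEM with 2% FBS; DMSO 0.5% final.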
HttQ103 aggreg: inhibitors of mutant huntingtin aggregate formation in PC12 cells | PC12 HttQ103-GFP aggregates, Acumen cytometry, 40 h | Potency, µM (series often up to 46.1 µM), inactives show at the highest dose activity change, negative = inhibition, actives largely listed as inhibitors | hit rate 1.1% among 220,000; note: potency is the fitted concentration of half-maximal effect; % is set by controls: 0 for no effect and ±100 for the full control effect; nearly all actives have a fitted effect of over 60% in size
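PC12 cells with ecdysone-inducible HTT exon1 Q103-GFP, induced by 100 nM tebufenozide, given compounds in a concentration series. GFP aggregates (1–25 um, 6 SD above background) counted in lysates by laser-scanning cytometry, 488 nm excitation.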
aGlu spleen mod: inhibits or activates alpha-glucosidase in human spleen homogenate | P10253 | human spleen homogenate, 4-MU-alpha-glucoside fluorescence | Potency, µM (titrated, usually from 79.9 µM), inactives show top-dose activity change, negative = inhibition, most hits filed as inhibitors | hit rate 0.006% among 240,000;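 note: potency is the fitted concentration of half-maximal effect; 0% = enzyme with vehicle and -100% = no enzyme basal signal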
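Human spleen homogenate (1 ug) incubated with compounds and 1 mM 4-methylumbelliferyl-alpha-D-glucopyranoside in pH 5.0 citrate/phosphate buffer, 37 C, 40 min. Stopped at pH 10; 4-MU fluorescence (Ex 365/Em 440 nm); AC50 by Hill fit.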
* = called active by the depositor; ? = inconclusive; / = no result given; [ ] = another dose, or the depositor's remark. Unless noted, calls come from the whole dose curve; as a rule, active = well fitted curve in the direction sought with a large enough effect; inconclusive = small, poorly fitted or top-dose-only effect, or another doubt; inactive = no such curve, though single readings can be large; an effect the other way counts as inactive or inconclusive.

SMILES	HTT ATP protect	CBFb-RUNX1 inh	GAA glycogen mod	GAA inhib	Lamin A splicing	HttQ103 aggreg	aGlu spleen mod
Cc1cc(N)n2nc(-c3ccc(C(C)(C)C)cc3)cc2n1	-98%[inhibitor]	-1%	2%	-6%	0%	-20%	-5%
CC(C)C1COC(c2cccn2Cc2ccccc2Cl)=N1 (stereo not drawn)	-14%	2%	4%	-3%	/	-16%	3%
CC(C)OCCCNC(=O)C(=O)N/N=C/c1ccc(OCc2ccccc2)cc1	-2%[10 µM]	1%	-7%	-8%	/	-8%[9.22 µM]	10%
COC(=O)c1cc(C(=O)OC)cc(N2C(=O)CC(NNC(=O)c3ccc(C)cc3)C2=O)c1 (stereo not drawn)	/	9%	-5%	3%	2%	1%	5%
O=C(COc1ccc2ccccc2c1)N/N=C/c1ccccn1	26%[10 µM]	-6%	-7%	?	-11%[46 µM]	11%[9.22 µM]	-9%
O=C(CN1CCCCCC1)N/N=C/c1ccc(Cl)c(Cl)c1	-15%[10 µM]	-14%	11%	3%	-8%	-1%	0%
Cc1cc(CC(=O)O)c(C)cc1CC(=O)O	14%	9%	-5%	-10%	-1%	-10%	2%
COc1ccc(-c2nc(C#N)c(N3CCN(c4cccc(Cl)c4)CC3)o2)cc1OC	-19%[0.074 µM]	0%	5%	-6%	?	-8%	2%
O=C(NC1CCCCCC1)C1CCN(S(=O)(=O)c2ccc(F)cc2)CC1	-27%	-7%	8%	-4%	8%	-7%	-3%
O=C(O)/C=C/S(=O)(=O)c1ccc2ccccc2c1	11%[10 µM]	4%	1%	/	/	-26%[9.22 µM]	-4%
O=C(CSc1nc2ccccc2c(=O)n1-c1ccccc1)N/N=C/C=C/c1ccccc1[N+](=O)[O-]	-15%	-11%	-5%	-4%	/	0%	-1%
O=C(Cc1ccc(-n2c(=O)c3ccccc3n(Cc3ccc(F)cc3)c2=O)cc1)NCC1CCCO1 (stereo not drawn)	13%[10 µM]	-1%	0%	10%	3%	15%	-1%
COc1cc(O)c(NC(C)=O)c2nonc12	-16%	-4%	-18%	-8%[15.4 µM]	-3%	-8%	-4%
CCNc1ncc2nc(-c3cn(C)c4ccccc34)c(=O)n(CCC#N)c2n1	?	/	/	/	?	/	0%
CCCCCC(=O)Nc1cccc(C2=NOC3(C2)C[C@H](C(N)=O)N(C(=O)c2ccccc2C(=O)c2ccccc2)C3)c1 (stereo partly drawn)	5%[10 µM]	1%	3%	/	/	18%[9.22 µM]	4%
CN(C)c1ccnc2sc(C(=O)c3ccc(Br)cc3)c(N)c12	-40%[inhibitor]	-2%	-8%	-1%	/	6%	-3%
Cc1cc([N+](=O)[O-])nn1Cc1ccc(C(=O)N/N=C/c2ccc(N(C)C)cc2)cc1	9%[10 µM]	-18%	-5%	/	/	-3%[9.22 µM]	5%
O=C1CC(N2CCOCC2)C(=O)N1Cc1ccc(N2CCCC2=O)cc1 (stereo not drawn)	-6%[0.074 µM]	6%	4%	-6%	0%	-6%	3%
CCOCCCNC(=O)C(c1ccc(OC)cc1)N(Cc1cccs1)C(=O)CNC(C)=O (stereo not drawn)	-11%	4%	-21%	2%	-13%[9.22 µM]	1%	13%
CCOC(=O)c1sc(NC(=O)CSc2nnnn2-c2ccccc2)c(C(=O)OCC)c1C	-20%	5%	8%	-3%	2%	8%	-8%
O=C(NCc1ccccn1)C(C(=O)c1ccc(F)cc1)n1ccccc1=O (stereo not drawn)	16%[10 µM]	6%	4%	4%	-10%	-3%	-2%
Cc1cc(C)nc(/N=C(\N)Nc2ccc(-c3ccccc3)cc2)n1	?	1%	-2%	-4%	/	8%[9.22 µM]	2%
O=C(NCc1ccccn1)c1ccc(Cl)c(S(=O)(=O)N2CCCCC2)c1	-16%	-6%	8%	7%	18%[46 µM]	8%	1%
CCCc1c(O)nc(SCC(=O)NCc2ccco2)[nH]c1=O	6%	3%	-3%	-12%	3%[9.22 µM]	-3%	-8%
COc1ccc(CC(=O)NNC(=O)CSc2nnc(Cc3ccc(OC)cc3)n2-c2ccccc2)cc1	-6%[10 µM]	-3%	-6%	4%	-9%	4%	-8%
NC(=O)CNC(=O)[C@@H]1CC2(CC(c3cccc(Br)c3)=NO2)CN1C(=O)c1ccc(Br)cc1 (stereo partly drawn)	-8%	-2%	-9%	?	9%	5%	-2%
O=C(O)c1cccc(N/N=C/c2cc(Br)cc(Br)c2O)c1	-8%[10 µM]	-13%	?	4%	-18%	14%	-3%
CC(=N\Nc1ccccc1)/C(=N/O)C(=O)Nc1ccccc1	-19%	-4%	-27%	1%	5%	4%	0%
COc1cccc(-c2cc(=O)c3cc(NC(=O)c4cccnc4)ccc3[nH]2)c1	?	-6%[89.1 µM]	/	/	/	/	-4%[119 µM]
COC(=O)c1c(C)[nH]c(C)c1-c1cccc([N+](=O)[O-])c1	18%	-21%	-5%	-12%	/	-29%	-11%
Cc1nn(C)c(=O)n1N(C)c1ncc(C(F)(F)F)cc1Cl	-1%	12%	3%	-4%	10%[46 µM]	1%	/
C=CCNC(=O)c1csc(-c2ccccc2)n1	-24%	1%	0%	9%	9%	-9%	-6%
COC(=O)Cc1cnc(NC(=O)C2C3CCC(C3)C2C(=O)O)s1 (stereo not drawn)	-11%	12%	1%	-5%	3%	-15%	2%
CCOC(=O)c1c(C)oc2ccc(OCC(=O)N(CC)CC)cc12	-9%[10 µM]	8%	-1%	-1%	-14%	0%	-5%
Cc1ccoc1C(=O)NCCNc1ccc(Cl)cc1[N+](=O)[O-]	/	?	-10%	3%	?	3%	-16%
COc1cc(C(=O)Nc2cc(C)ccn2)cc(OC)c1OC	-6%[10 µM]	6%	0%	-4%	-15%	1%	-2%
O=C(O)CSc1ccnc2cc(Cl)ccc12	-5%[10 µM]	14%	3%	/	/	21%[9.22 µM]	0%
COc1ccc2c(c1)c1ncn(Cc3ccc(F)cc3)c(=O)c1n2C	7%[10 µM]	12%	3%	/	/	0%[9.22 µM]	9%
Cn1nnnc1NCc1cccc(Cl)c1Cl	-4%[10 µM]	-4%	-11%	12%	14%[46 µM]	-4%	4%
O=C(CCS(=O)(=O)c1ccc(Cl)cc1)Nc1ccc(N2CCOCC2)cc1	-4%[10 µM]	-3%	-3%	3%	1%[46 µM]	-5%[9.22 µM]	-2%

Given with two lines to a compound: part of the list above
Value order – HTT ATP protect | CBFb-RUNX1 inh | GAA glycogen mod | GAA inhib | Lamin A splicing | HttQ103 aggreg | aGlu spleen mod
- O=C(NCc1ccccn1)c1ccc(Cl)c(S(=O)(=O)N2CCCCC2)c1
  -16% | -6% | 8% | 7% | 18%[46 µM] | 8% | 1%
- CCCc1c(O)nc(SCC(=O)NCc2ccco2)[nH]c1=O
  6% | 3% | -3% | -12% | 3%[9.22 µM] | -3% | -8%
- COc1ccc(CC(=O)NNC(=O)CSc2nnc(Cc3ccc(OC)cc3)n2-c2ccccc2)cc1
  -6%[10 µM] | -3% | -6% | 4% | -9% | 4% | -8%

(continued)
SMILES	HTT ATP protect	CBFb-RUNX1 inh	GAA glycogen mod	GAA inhib	Lamin A splicing	HttQ103 aggreg	aGlu spleen mod
O=C(CCC(=O)NNC(=O)COc1ccccc1)NCc1ccccc1	22%	4%	4%	-4%	0%	7%	2%
O=C(CCc1ccccc1)Nc1nnc(-c2cccs2)o1	-4%	-4%	-12%	2%	-5%	14%	-2%
COc1cccc(C2CC(=O)Nc3cc4c(cc32)CCC4)c1 (stereo not drawn)	-47%[inhibitor][10 µM]	8%	-1%	7%	/	2%	-1%
O=C(NCCc1ccccn1)c1cccc(S(=O)(=O)N2CCc3ccccc32)c1	-37%[inhibitor]	1%	5%	-11%	/	-20%	-6%
COc1cccc(-n2c(CN3CCN(c4cccc(C)c4)C(C)C3)nc3ccc([N+](=O)[O-])cc3c2=O)c1 (stereo not drawn)	23%[10 µM]	-30%	12%	-6%	-17%	-2%	-1%
COc1cccc(S(=O)(=O)NCc2ccc(C(=O)Nc3ccc(C)cc3)cc2)c1	2%	1%	-1%	-3%	5%	-13%	-8%
COc1ccc(C(=O)COC(=O)c2ccc(NC(=O)c3ccccc3)cc2)cc1	-12%	1%	2%	-4%	?	18%	-4%
CC1CCC2C(C1)c1sc(=O)[nH]c1SC2(C)C (stereo not drawn)	13%[10 µM]	4%	?	1%	-5%	-6%	-7%
CCCn1nnnc1NCc1ccccc1OCc1ccc(F)cc1	-9%[0.074 µM]	6%	-15%	-1%	-11%	-15%	-10%
O/N=C1\CCc2cc(Cl)ccc21	19%	0%	-1%	-2%	10%	?	-11%
CC(=O)c1sc(N/N=C/c2cccc(O)c2)nc1C	2%[10 µM]	14%	?	/	/	-8%[9.22 µM]	-8%
CCCC(=O)N1CCN(c2ccc(NC(=O)c3ccc(OCC)c([N+](=O)[O-])c3)cc2)CC1	-4%	-2%	-12%	13%	9%	21%	-4%
Cc1ccc(NS(=O)(=O)c2cccc(C(=O)NCC3(N(C)C)CCCCC3)c2)cc1	-21%	2%	4%	0%	-20%[46 µM]	-1%	-2%
O=C1c2cccc(OCC(=O)N3N=C(c4cccs4)CC3c3ccc(F)cc3)c2CCN1Cc1cccnc1 (stereo not drawn)	-11%[10 µM]	?	-13%	-6%	?	-28%	2%
CN1CCN(C(=O)CN2C(=O)CC(C)(C)S(=O)(=O)c3ccccc32)CC1	10%	-1%	-5%	-6%	2%	6%	-5%
N=C1C=CC=C2C1=NC1(CCCCC1)N2O	2%	-18%	-26%	-3%	-2%	18%	-7%
CCOC(=O)c1ccc(CNCc2ccccc2)cc1	2%[10 µM]	1%	12%	3%	-6%	8%	-8%
Cc1nc2ccc(Cl)cc2nc1C	-1%[10 µM]	3%	4%	/	/	-9%[9.22 µM]	-9%
COc1ccc(C(=O)NC(=S)NCc2ccc(-c3nc4ccccc4o3)cc2)cc1OC	-13%	5%	2%	-1%	15%	36%	-1%
CCCCC(=O)Nc1ccc(C(=O)NN2C(=O)c3ccccc3C2=O)cc1	15%[10 µM]	13%	3%	2%	-10%	-19%	-17%
COc1ccc(NC(=S)NCCCN2CCCC2=O)c(OC)c1	-30%	8%	10%	8%	/	-5%[9.22 µM]	-6%
O=C1C=C(NCCO)C(=O)c2cnccc21	-99%[inhibitor]	-17%	/	/	/	/	-4%
CCOc1cccc(C(=O)NNC(=O)CCC(=O)O)c1	4%[10 µM]	6%	1%	-2%	-3%	-9%	2%
O=C(NCc1ccccc1)c1cnsn1	-5%	0%	9%	2%	13%	1%	-14%
